Rpn11 block = Rpn11 (PSMD14) deubiquitinase inhibitors, primary screen, biochemical, fluorescence polarization, uHTS; 26S proteasome non-ATPase regulatory subunit 14 (Homo sapiens), O00487; human 26S proteasome, Ub4-pepOG fluorescence polarization; 20S core pre-blocked with epoxomicin; calls only at 20 µM; 360,000 tested, 0.59% active; AID 588493, 2011;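 active = inhibition at 20 µM, scaled to each plate's controls, above about 33%, limit read from the data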
STEP inh = STEP phosphatase inhibitors, primary screen, biochemical, fluorescence intensity, uHTS. Tyrosine-protein phosphatase non-receptor type 5 (Homo sapiens), P54829. recombinant STEP, OMFP fluorogenic substrate. inhibition, % at 20 µM. 360,000 tested, 0.25% active. AID 588621, 2011;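 active = inhibition at 20 µM, scaled per plate between control wells, above about 37%, limit read from the data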;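 note: 0% = DMSO with enzyme and substrate and 100% = substrate only without enzyme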
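System: STEP (striatal-enriched tyrosine phosphatase) enzyme, cell-free; medium: Bis-Tris pH 6.0 buffer with DTT, detergent; dosing: 20 µM, 1% DMSO; times: reaction 20 min, ambient temperature; detection: fluorescence, 480/540 nm; read-out basis: normalized % inhibition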
LMPTP inh = LMPTP phosphatase inhibitors, primary screen, biochemical, fluorescence intensity, uHTS; Low molecular weight phosphotyrosine protein phosphatase (Homo sapiens), P24666; recombinant LMPTP-A, OMFP fluorogenic substrate; inhibition, % at 20 µM; 360,000 tested, 0.22% active; AID 651560, 2012;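 active = compounds that cut the enzyme signal by at least half of the control window in the single-dose screen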;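 note: plate controls were DMSO wells with enzyme plus substrate for no effect and substrate without enzyme for full effect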
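Material: LMPTP-A; amount: 0.625 nM enzyme; doses: single 20 µM dose; times: reaction 50 min, room temperature, dark; technique: fluorescence intensity of OMFP turnover product; benchmarks: no-enzyme and uninhibited controls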
DNMT1 inh = human DNMT1 methyltransferase inhibitors, primary screen, biochemical, molecular beacon, fluorescence, HinP1I cleavage, uHTS; 360,000 tested, 0.83% active; inhibition (reported as % activation of signal), % at 10 µM; DNA (cytosine-5)-methyltransferase 1 (Homo sapiens), P26358; in the data active = inhibition above about 50%
Target sequence (P26358 504-1616 limits assumed): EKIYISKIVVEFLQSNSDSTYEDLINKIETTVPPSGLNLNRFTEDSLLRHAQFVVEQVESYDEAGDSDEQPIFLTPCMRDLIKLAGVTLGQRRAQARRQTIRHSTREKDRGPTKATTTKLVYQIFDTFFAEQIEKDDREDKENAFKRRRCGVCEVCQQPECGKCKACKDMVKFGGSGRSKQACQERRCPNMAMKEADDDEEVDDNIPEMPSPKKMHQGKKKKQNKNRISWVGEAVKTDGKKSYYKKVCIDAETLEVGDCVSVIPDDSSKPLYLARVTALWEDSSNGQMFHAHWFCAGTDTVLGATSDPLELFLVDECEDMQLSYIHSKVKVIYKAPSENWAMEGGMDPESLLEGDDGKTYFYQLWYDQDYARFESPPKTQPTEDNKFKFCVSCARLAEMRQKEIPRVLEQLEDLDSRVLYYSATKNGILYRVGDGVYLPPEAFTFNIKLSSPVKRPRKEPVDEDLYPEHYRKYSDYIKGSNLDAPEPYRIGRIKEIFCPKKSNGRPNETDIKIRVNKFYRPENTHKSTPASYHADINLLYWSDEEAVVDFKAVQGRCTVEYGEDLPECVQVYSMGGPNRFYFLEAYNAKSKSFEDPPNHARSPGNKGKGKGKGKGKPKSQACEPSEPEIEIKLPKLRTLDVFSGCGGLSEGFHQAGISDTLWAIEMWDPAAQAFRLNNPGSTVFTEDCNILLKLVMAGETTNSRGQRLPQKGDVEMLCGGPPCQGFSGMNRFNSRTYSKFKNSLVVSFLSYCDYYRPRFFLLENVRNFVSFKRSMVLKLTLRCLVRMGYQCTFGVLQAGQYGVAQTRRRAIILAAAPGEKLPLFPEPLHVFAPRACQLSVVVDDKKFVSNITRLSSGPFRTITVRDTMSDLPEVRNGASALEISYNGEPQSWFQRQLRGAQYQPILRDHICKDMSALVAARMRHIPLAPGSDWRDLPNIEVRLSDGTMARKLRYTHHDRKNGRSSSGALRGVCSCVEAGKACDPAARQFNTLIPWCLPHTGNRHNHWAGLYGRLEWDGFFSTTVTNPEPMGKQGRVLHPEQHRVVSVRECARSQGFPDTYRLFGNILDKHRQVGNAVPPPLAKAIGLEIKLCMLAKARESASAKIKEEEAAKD
Scp-1 inhibitor = Scp-1 phosphatase inhibitors, primary screen, biochemical, colorimetric, uHTS. Recombinant Scp1, phosphopeptide, malachite green phosphate absorbance. inhibition, % at 20 µM. 340,000 tested, 0.88% active. AID 493091, 2011;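 active = inhibition above about 50% at 20 µM, limit read from the data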;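 note: plate controls were DMSO wells with enzyme for no effect and wells lacking enzyme for full effect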
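Material: truncated SCP-1 phosphatase (76-261aa) / Buffer or medium: 50 mM Tris acetate pH 5.5, 0.005% Tween-20, 10 mM MgCl2 / Compound dosing: one concentration, 20 µM, with 1.0% DMSO / Incubation: 45 min room-temperature reaction, 5 min colour, 30 min stabiliser / Detection: colorimetric free-phosphate detection, absorbance 630 nm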
TbMetRS inhib = T. brucei MetRS inhibitors, primary screen, biochemical, luminescence; inhibition, % at 11.9 µM; 360,000 tested, 0.4% active; purified T. brucei MetRS, ATP depletion, Kinase-Glo luminescence;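 active = inhibition above a per-plate cutoff of the control wells' mean inhibition plus 3 SD, cut at about 5.5% in these data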;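 note: 0% = DMSO wells median and 100% = median of wells with control inhibitor compound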
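Dosing: 11.9 µM compound single dose, 0.9% DMSO; Assay system: purified T. brucei MetRS enzyme; Measured by: Kinase-Glo luciferase luminescence reporting remaining unconsumed ATP; Schedule: 15 min plus 2 h at 25 °C.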
NadD inh = inhibitors of S. aureus NadD, primary screen, biochemical, colorimetric, uHTS; purified NadD enzyme, colorimetric absorbance read-out; AID 602399, 2012; 360,000 tested, 0.78% active; inhibition, % at 20 µM; in the data active = inhibition above about 26%; note: some compounds past the cut are filed as inactive
MsrA inhibitor = bovine MsrA enzyme inhibitors, primary screen, biochemical, absorbance, HTS | Methionine sulfoxide reductase A (Bos taurus) | purified bovine MsrA, absorbance read-out | inhibition, % at 15.5 µM | 360,000 tested, 0.75% active | AID 651718, 2012; in the data active = inhibition above about 4.5%;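 note: 0% = vehicle wells with enzyme and 100% = reference inhibitor wells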
CSN deneddyl inh = inhibitors of CSN-mediated cullin deneddylation, primary screen, biochemical, fluorescence polarization, uHTS | 360,000 tested, 0.38% active | AID 651999, 2013 | COP9 signalosome complex subunit 5 (Homo sapiens), Q92905 | Purified CSN, SCF-Nedd8-OG deneddylation | inhibition, % at 12.5 µM;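 active = pattern-corrected inhibition above about 35%, with an unprinted fluorescence ratio check between 0.5 and 1.5, limit read from the data, passing the limit was not always enough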;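 note: 0% = enzyme with substrate and 100% = substrate without enzyme; some results filed as inactive read as strong as hits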
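Assay system: HEK293T-derived human Csn5 enzyme; quantity: 0.24 nM enzyme; medium: Tris/NaCl/DTT buffer, pH 7.5; also added: substrate SCFSkp2-Nedd8OG, 10 nM; doses: 12.5 µM compound; schedule: 90 min reaction at room temperature; signal: FP; read-out: % inhibition of substrate cleavage by Csn5; benchmarks: substrate-only high control, full reaction low control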
SUMO1 PPI mod = modulators of SUMO1 protein-protein interactions, primary screen, biochemical, uHTS; Small ubiquitin-related modifier 1 (Homo sapiens), P63165; SUMO1 binding to a labelled peptide, TR-FRET, 1 h; inhibition, % at 20 µM; 360,000 tested, 0.33% active; AID 602429, 2012; in the data active = inhibition above about 37%
* marks the source's active call; other numbers are inactive results; i = inactive; x = not tested or not shown.

SMILES | Rpn11 block | STEP inh | LMPTP inh | DNMT1 inh | Scp-1 inhibitor | TbMetRS inhib | NadD inh | MsrA inhibitor | CSN deneddyl inh | SUMO1 PPI mod
Cc1cc(Cl)nc(-c2ccccc2O)n1 | i | 0 | 0.7 | 3 | -7 | -0.8 | -2 | 0.1 | 5 | 0
FC(F)(F)c1cc(CCN2C(=S)NC[C@@H]2CC2CCCCC2)cc(C(F)(F)F)c1 | i | 0 | 2.0 | 6 | -6 | 0.5 | 9 | 1.5 | 2 | -3
Cc1ccc(NC(=O)CCc2ccc(C)o2)cc1 | i | -2 | 0.1 | 1 | 3 | 0.0 | -5 | -0.1 | -2 | 2
CC(C)(C)c1ccc(CC(=O)N2CCC2(C)C(=O)NCc2cccs2)cc1 (configuration not stated) | i | -2 | 0.8 | -1 | x | -0.3 | 1 | -0.9 | -2 | 3
COc1ccc(Cl)cc1NC(=O)C/C(C)=N/NC(=O)c1ccc(O)cc1 | i | -2 | 0.9 | 0 | -7 | 0.2 | -4 | 0.1 | 5 | 3
COc1cc(S(=O)(=O)N2CCOCC2)ccc1NC(=O)CN1c2cccc3cccc(c23)S1(=O)=O | i | -6 | -1.1 | -4 | -6 | -1.3 | -2 | 0.5 | -8 | -4
CC(=O)Nc1ccc(NC(=O)CCCSc2nc3ccccc3[nH]2)cc1 | i | -2 | -0.2 | 0 | 12 | -0.1 | 2 | 1.9 | -4 | -5
Cn1c(Nc2ccc(Cl)cc2)cc(=O)n(C)c1=O | i | -3 | -0.9 | 1 | -2 | -0.2 | 2 | 1.5 | -2 | 3
COc1ccc(-n2c(=O)c(CCC(=O)NCCc3ccccc3F)nc3ccccc32)cc1 | i | -1 | -0.2 | -3 | -8 | 0.7 | 3 | 1.7 | 2 | -18
CCN(CC)S(=O)(=O)c1ccc(C)c(NC(=O)CSc2nnnn2C)c1 | i | -3 | -0.5 | 0 | -5 | -0.5 | 1 | 1.1 | 0 | -1
CC(=O)c1c(COC(=O)c2ccccc2Cl)nc2ccccc2[n+]1[O-] | i | 0 | 0.3 | -4 | -27 | -0.9 | -9 | -0.6 | 2 | -26
COc1ccc(-n2c(SCC(=O)N3CCOCC3)nc(O)c(Cc3ccccc3)c2=O)cc1 | i | -3 | -1.3 | -1 | -3 | -0.2 | 1 | 0.5 | -6 | 2
Nc1nonc1C(=O)NCCNCc1ccccc1OCc1ccc(F)cc1 | i | 0 | -3.6 | 2 | -4 | 0.0 | -4 | -0.4 | -4 | -2
O=C(O)CN1C(=O)/C(=C\c2cn(-c3ccccc3)nc2-c2ccccc2)SC1=S | i | 9 | 2.4 | -3 | 22 | -0.2 | 31* | x | 0 | -6
COc1ccc(NC(=O)C2C3CCC(O3)C2C(=O)O)cc1OC (configuration not stated) | i | 3 | -0.7 | -3 | -9 | -0.7 | -5 | -0.4 | 4 | 1
Cn1c(=O)c(Cc2ccccc2)c(O)c2ccccc21 | i | -2 | -1.7 | 0 | -4 | -0.9 | 5 | 1.0 | 6 | 3
N#Cc1sc2nc(-c3ccccc3)cc(C(F)(F)F)c2c1N | i | -2 | -1.5 | 3 | 1 | -0.5 | 0 | 0.9 | 4 | -2
O=C(Nc1ccccc1)/C(=C\c1cccs1)NC(=O)c1ccccc1 | i | 3 | -2.2 | 6 | -5 | -1.1 | -5 | 3.0 | -4 | -1
COc1ccc(CC(=O)OCC(=O)NC2CCCCC2)cc1 | i | -3 | 0.0 | 4 | -3 | -0.8 | 2 | 1.0 | -2 | 0
COc1cccc(-c2cc(C(F)(F)F)nc(N3CCC(C)CC3)n2)c1 | i | 2 | 1.9 | 3 | -3 | 0.2 | 11 | -0.2 | 0 | 1

In the list so far, 3 have two or more sulfur atoms:
SMILES | Rpn11 block | STEP inh | LMPTP inh | DNMT1 inh | Scp-1 inhibitor | TbMetRS inhib | NadD inh | MsrA inhibitor | CSN deneddyl inh | SUMO1 PPI mod
COc1cc(S(=O)(=O)N2CCOCC2)ccc1NC(=O)CN1c2cccc3cccc(c23)S1(=O)=O | i | -6 | -1.1 | -4 | -6 | -1.3 | -2 | 0.5 | -8 | -4
CCN(CC)S(=O)(=O)c1ccc(C)c(NC(=O)CSc2nnnn2C)c1 | i | -3 | -0.5 | 0 | -5 | -0.5 | 1 | 1.1 | 0 | -1
O=C(O)CN1C(=O)/C(=C\c2cn(-c3ccccc3)nc2-c2ccccc2)SC1=S | i | 9 | 2.4 | -3 | 22 | -0.2 | 31* | x | 0 | -6

Further results follow:
SMILES | Rpn11 block | STEP inh | LMPTP inh | DNMT1 inh | Scp-1 inhibitor | TbMetRS inhib | NadD inh | MsrA inhibitor | CSN deneddyl inh | SUMO1 PPI mod
CCN1CCOC(CC(=O)Nc2ccc([N+](=O)[O-])cc2)C1=O (configuration not stated) | i | 2 | -1.1 | 3 | -3 | -0.2 | -6 | 2.9 | 2 | -19
CCc1ccc(CNC(=O)CCC(=O)N2Cc3cccc(OC)c3Oc3ncccc32)cc1 | i | 5 | -0.5 | -2 | -11 | -0.2 | 1 | 2.9 | -1 | 4
COc1ccc(-c2noc(N3CCC(C(=O)NCCCN4CCC(C)CC4)CC3)n2)cc1 | i | 1 | 0.3 | 2 | -4 | -0.5 | 1 | -0.9 | 5 | -5
Cc1ccc(C)c(NC(=S)NCc2ccccc2)c1 | i | 3 | 0.1 | -1 | -9 | 0.2 | 9 | -0.3 | -2 | -2
CCOc1cc(/C=C2\SC(=S)N(N3CCOCC3)C2=O)ccc1O | i | -2 | -0.2 | -7 | -3 | -0.1 | -1 | -0.5 | -4 | 2
C=CCN1C(=NC(=O)COc2ccc(Cl)cc2)SC2CS(=O)(=O)CC21 (configuration not stated) | i | -1 | -0.9 | -1 | -5 | 0.1 | 0 | 0.3 | -2 | -2
CC(C)(C)c1nnc(NC(=O)CCC2CCCCC2)s1 | i | 0 | -0.2 | 4 | x | 0.6 | -3 | -1.5 | -1 | 1
CC1CC(C)CN(c2ccc(-n3cnnn3)cc2[N+](=O)[O-])C1 (configuration not stated) | i | -1 | 1.6 | 0 | -8 | 0.2 | -3 | 0.5 | 1 | -26
Clc1ccc(/C=C/c2nc3ccccc3[nH]2)cc1 | i | 3 | 1.3 | -11 | -4 | -2.6 | -4 | 3.4 | 3 | -13
CN(CC(=O)Nc1ccccc1Cl)C(=O)c1cc(C2CC2)nn1-c1ccccc1 | i | -1 | 0.2 | -25 | -3 | -0.3 | 2 | -0.6 | -4 | 5
CN(C)S(=O)(=O)c1ccc(S(=O)(=O)N2CCN(CCC#N)CC2)cc1 | i | -2 | -0.5 | 9 | -4 | -0.8 | -1 | 1.6 | -5 | 6
CCOC(=O)C1(c2ccccc2)NC(c2ccccc2C)C2C(=O)N(c3ccc4c(c3)OCO4)C(=O)C21 (configuration not stated) | i | 1 | 2.1 | -3 | -5 | -0.4 | 13 | -0.3 | 0 | 1
CCOC(=O)N1CCN(/C=C(\C#N)c2nc3ccccc3s2)CC1 | x | -4 | -0.2 | -3 | -5 | -1.4 | 0 | 7.0* | 6 | -13
c1ccc2c(c1)CCN(C1CCCCC1)C2 | i | -2 | -2.9 | -2 | 3 | -1.2 | 2 | -1.8 | 2 | 1
O=C(COC(=O)/C=C/c1cccc(Br)c1)NCCC1=CCCCC1 | i | 1 | -1.4 | -1 | -3 | -0.5 | -5 | -0.2 | -6 | -1
COc1cc(CNCc2ccccn2)ccc1OCc1ccccc1Cl | i | 0 | -2.1 | 7 | -1 | -1.0 | -5 | -1.5 | -11 | 2
CC(C)NC(=O)CN1CCC(c2nc3ccccc3[nH]2)CC1 | i | -6 | -1.7 | 2 | -9 | 0.1 | 1 | -0.3 | 3 | -3
Cc1ccc(NC(=O)CCN2C(=O)c3cccc4cccc(c34)C2=O)cc1 | i | -2 | -1.1 | 6 | -10 | -0.4 | 3 | -0.1 | 4 | -7
CCOC(=O)c1c(S(=O)(=O)NCc2ccc(C)o2)c(C)n(C)c1C | i | -1 | -1.2 | 3 | -5 | 0.1 | 8 | 0.9 | 1 | 2
Cc1ccc(S(=O)(=O)N2CCC(C(=O)OCC(=O)N(C)C3CCCCC3)CC2)cc1C | i | -1 | 0.6 | 3 | -4 | -0.4 | 5 | 0.9 | -5 | 0
CC(NC(=O)COC(=O)c1cc(=O)[nH]c2ccccc12)c1ccccc1 (configuration not stated) | i | -4 | 0.8 | -5 | -1 | 0.0 | 9 | 3.0 | -2 | -12
Cc1ccc2c(c1)N(C(=O)CCC(=O)NCCCN1CC(C)CC(C)C1)CCO2 (configuration not stated) | i | -1 | -2.4 | 7 | -9 | -0.3 | 2 | 0.7 | 0 | 2
Cc1ccc2c(CSc3nc4ccccc4c(=O)n3CCCO)cc(=O)oc2c1C | i | 2 | 3.0 | -9 | -15 | -0.7 | -6 | 1.9 | 4 | -2
O=C(/C=C/[C@H]1O[C@@H](n2cnc3c(NC(=O)c4ccccc4)ncnc32)[C@H](O)[C@@H]1O)NCCc1c[nH]c2ccccc12 | i | -5 | -1.6 | -3 | x | 0.2 | 10 | -1.7 | 0 | 5
O=C(CC1Sc2ccccc2NC1=O)NNc1cccc(Cl)c1Cl (configuration not stated) | i | 2 | -1.6 | 1 | -5 | -0.2 | -4 | 0.5 | 4 | 0
CCCCNC(=O)c1ccccc1SCC(=O)NC1CCCCCCC1 | i | -2 | -7.4 | 0 | -5 | -0.1 | 3 | 0.9 | -5 | -8
Cc1occc1-c1nnc(SCC(=O)NC2CCCC2)n1-c1ccccc1 | i | -2 | -1.1 | -1 | -8 | -0.2 | 0 | 0.8 | 2 | 0
COc1ccc(NC(=O)COC(=O)c2ccc(O)cc2)c([N+](=O)[O-])c1 | i | -2 | 0.6 | -1 | 6 | -1.4 | -6 | -0.7 | -3 | -22

High-throughput results: PubChem BioAssay, several laboratories
